HCV core dimer = HCV core protein dimerization inhibition | TR-FRET GST/Flag-core106 dimerization, 1536-well | inhibition, % at 5 µM | actives 0.33% (n = 300,000) | AID 1899;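 active = inhibition above the mean of all tested compounds plus 3 SD, set per screening campaign, cut at about 45% in these data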
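System: GST-tagged and Flag-tagged HCV core protein residues 1-106 / Input: core106 proteins, GST 13.5 nM and Flag 17 nM / Buffer or medium: KF-containing HEPES buffer, pH 7.45, DTT, CHAPS, BSA / Probe or stimulus: Eu-anti-GST and XL665-anti-Flag labelled anti-tag antibodies / Schedule: 4 h, 22.5 °C incubation / Technique: TR-FRET 671 and 617 nm emission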
JMJD2C inh = blocks human GASC-1 demethylase activity. actives 0.069% (n = 330,000). Q9H3R0. inhibition, % at 2.35 µM. GST-JMJD2C(1-420) H3K9me3 demethylation, DELFIA europium. AID 2099;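 active = more than half of a compound's replicate wells show inhibition beyond 50%, single wells judged on their own value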;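 also: signal counts dimethyl H3K9 product captured on neutravidin plate; 0% = median of DMSO wells and 100% = 0.3 times that DMSO median; strong numbers were not always called active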
Target sequence (Q9H3R0 1-420 limits assumed): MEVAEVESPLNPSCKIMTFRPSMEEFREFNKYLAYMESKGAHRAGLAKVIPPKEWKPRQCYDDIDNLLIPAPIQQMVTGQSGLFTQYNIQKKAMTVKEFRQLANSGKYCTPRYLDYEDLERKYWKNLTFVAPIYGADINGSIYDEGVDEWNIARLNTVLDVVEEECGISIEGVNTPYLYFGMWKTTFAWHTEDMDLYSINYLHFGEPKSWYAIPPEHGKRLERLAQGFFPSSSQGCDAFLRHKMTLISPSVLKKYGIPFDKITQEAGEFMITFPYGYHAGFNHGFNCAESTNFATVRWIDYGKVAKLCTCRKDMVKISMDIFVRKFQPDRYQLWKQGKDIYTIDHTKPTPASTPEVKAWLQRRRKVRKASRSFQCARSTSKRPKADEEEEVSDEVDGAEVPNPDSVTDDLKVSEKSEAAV
CR mimetic SO = caloric restriction mimetics inhibiting age-related superoxide in yeast; S. cerevisiae aged cells, superoxide DHE fluorescence; stronger effect = lower value; superoxide response (% of plate mean), % at 10 µM; actives 0.18% (n = 330,000); AID 2690;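 active = superoxide response under a set limit, about three screen SD below normal, cut at about 65% in these data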;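 also: yeast aged for seven days with compound at 30 °C before DHE staining; 100% = average MFI of all compound-treated wells on the plate with controls excluded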
CTSL1 counter = cathepsin L1 inhibition, PFM18AAP counter-screen; recombinant F. hepatica cathepsin L1, Z-Leu-Arg-MCA fluorescence; AID 1906; actives 0.49% (n = 300,000); inhibition, % at 5.96 µM;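 active = inhibition above the mean of all tested compounds plus 3 SD, set per screening campaign, cut at about 17% in these data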;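 also: 0% = plate median of test compound wells and 100% = 1 µM Z-Phe-Ala-diazomethylketone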
PP1 counter = blocks human PP1-alpha phosphatase, a PP5 counter-screen; P62136; purified PP1alpha, OMFP fluorescence; inhibition, % at 6.7 µM; actives 0.9% (n = 320,000); AID 2235;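 active = inhibition above the mean inhibition of all tested compounds plus 3 SD, computed separately for each screening campaign, cut at about 15% in these data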
Target sequence (P62136 whole entry, looked up): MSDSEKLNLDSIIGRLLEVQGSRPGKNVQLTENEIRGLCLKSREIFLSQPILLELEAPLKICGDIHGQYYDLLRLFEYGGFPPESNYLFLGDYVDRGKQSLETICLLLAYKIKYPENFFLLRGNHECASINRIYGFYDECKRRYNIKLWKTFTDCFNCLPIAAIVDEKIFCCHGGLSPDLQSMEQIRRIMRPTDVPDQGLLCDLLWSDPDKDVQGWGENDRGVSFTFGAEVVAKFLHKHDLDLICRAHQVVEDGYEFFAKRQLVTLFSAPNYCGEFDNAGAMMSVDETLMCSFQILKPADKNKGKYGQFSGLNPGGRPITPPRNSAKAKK
TPT1 inhibitor = blocks Candida albicans tRNA 2'-phosphotransferase | inhibition, % at 5 µM | recombinant caTPT1, FP RNA substrate dephosphorylation | actives 0.81% (n = 300,000);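 active = inhibition above the mean of all tested compounds plus 3 SD, set per screening campaign, cut at about 24% in these data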;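 also: plate controls were DMSO alone for no effect and ferristatin control at 100 nM for full effect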
EBNA-1 inh = blocks EBNA-1 binding to DNA; inhibition, % at 14.8 µM; actives 0.34% (n = 300,000); EBNA-1 DNA binding, fluorescence polarization; in the data active = inhibition above about 28%
ZTA counter = ZTA (EBV) inhibition in EBNA-1 counter-screen | P03206 | ZTA-DNA binding, fluorescence polarization | inhibition, % at 11 µM | actives 0.15% (n = 320,000); in the data active = inhibition above about 33%
Target sequence (P03206 whole entry, looked up): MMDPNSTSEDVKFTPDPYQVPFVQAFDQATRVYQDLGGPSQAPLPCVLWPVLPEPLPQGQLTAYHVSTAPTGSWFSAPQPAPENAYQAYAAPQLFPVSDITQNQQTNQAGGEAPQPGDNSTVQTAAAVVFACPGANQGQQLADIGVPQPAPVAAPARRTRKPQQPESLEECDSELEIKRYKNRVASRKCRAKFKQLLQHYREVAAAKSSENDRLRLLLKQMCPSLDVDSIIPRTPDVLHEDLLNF
PP5 inh = blocks human protein phosphatase 5 activity; P53041; purified PP5c, OMFP substrate fluorescence; inhibition, % at 6.7 µM; actives 0.18% (n = 320,000); AID 1987;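 active = inhibition above the campaign's mean inhibition across all tested compounds plus 3 SD, cut at about 9.5% in these data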;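 also: 0% = DMSO only and 100% = 100 µM cantharidin control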
Numbers without * were called inactive; . = not tested or not shown.

no.	Structure	HCV core dimer	JMJD2C inh	CR mimetic SO	CTSL1 counter	PP1 counter	TPT1 inhibitor	EBNA-1 inh	ZTA counter	PP5 inh
1	O=C(NNc1nc2cc3c(cc2s1)OCCO3)c1ccccc1	3	35	109	0	-2	0	0	13	-0.8
2	COC(=O)CC1C(=O)NCCN1C(=O)CSc1nnc(Nc2ccc(C)cc2)s1 (configuration not stated)	-1	0	92	5	0	-2	5	-12	-3.6
3	Cc1ccc(NC(=O)N2CCCC2C(=O)NCc2ccccc2Cl)cc1 (configuration not stated)	-3	3	106	-2	-1	-4	13	13	1.5
4	COc1ccccc1N1CCN(C(=O)CSc2nnc3c4ccccc4n(CC(=O)O)c3n2)CC1	1	1	89	2	2	7	3	-2	4.8
5	COc1ccc(C(=O)Nc2c(-c3ccccc3)nc3ccccn23)c(OC)c1	2	-8	94	-3	0	1	-21	-8	2.4
6	O=C(COC(=O)Cc1ccc(F)cc1)NC(=O)c1ccccc1	-3	7	88	-5	0	4	4	-10	0.6
7	Cc1ccc(NC(=O)COC(=O)/C(=C/c2cccs2)c2cccs2)cc1S(=O)(=O)N(C)C	31	4	122	-10	9	2	8	-2	2.4
8	CC(C)CC(=O)Nc1ccc2nn(-c3ccccc3)nc2c1	-7	7	99	-7	4	-1	-2	-5	4.1
9	O=C(Oc1ccc2[nH]cc(CCN3C(=O)c4ccccc4C3=O)c2c1)c1ccco1	9	-2	115	-37	1	-5	6	2	4.2
10	O=C(Nc1nnc(SCC(=O)N2CCOCC2)s1)C1CC(=O)N(c2ccccc2)C1 (configuration not stated)	-4	-2	87	-2	0	2	-7	-3	1.9
11	Cc1cccc(C)c1N1C(=O)C(Cl)=C(N2CCCC2)C1=O	-11	5	103	-8	-1	2	-2	4	6.8
12	O=C(N1CCN(c2ccccc2)CC1)C(F)(F)C(F)F	-2	10	106	-1	-3	-2	-5	2	3.2
13	COc1ccc([C@H]2CC(=O)C=C(c3ccc(C(=O)O)cc3)C2)cc1OC	.	1	90	.	-2	.	.	-16	-0.2
14	CCN(CC)S(=O)(=O)c1cccc(C(=O)N[C@H](C(=O)O)C(C)C)c1	-1	8	104	-1	-3	-3	9	23	-0.8
15	CCCCNC(=O)C1CCCN1S(=O)(=O)c1cccc2nsnc12 (configuration not stated)	-2	-4	94	-2	-3	-2	-5	-5	0.3
16	CCN1CCN(c2c(C(=O)c3ccc(OC)cc3)cnc3ccccc23)CC1	-8	4	96	2	-2	-3	-4	10	-0.2

From entry 9 up to 10, copied from above:
no.	Structure	HCV core dimer	JMJD2C inh	CR mimetic SO	CTSL1 counter	PP1 counter	TPT1 inhibitor	EBNA-1 inh	ZTA counter	PP5 inh
9	O=C(Oc1ccc2[nH]cc(CCN3C(=O)c4ccccc4C3=O)c2c1)c1ccco1	9	-2	115	-37	1	-5	6	2	4.2
10	O=C(Nc1nnc(SCC(=O)N2CCOCC2)s1)C1CC(=O)N(c2ccccc2)C1 (configuration not stated)	-4	-2	87	-2	0	2	-7	-3	1.9

Other records follow.
no.	Structure	HCV core dimer	JMJD2C inh	CR mimetic SO	CTSL1 counter	PP1 counter	TPT1 inhibitor	EBNA-1 inh	ZTA counter	PP5 inh
17	O=C(NNC(=O)c1ccccc1Cl)c1ccco1	-6	0	103	-13	1	-4	4	3	1.1
18	Cc1nn(C)c(N)c1-c1ccccc1	-5	-3	88	-5	0	-1	5	-7	0.4
19	Cc1cnnc2c1-c1nonc1CC2	-2	7	102	0	-2	-2	-2	-2	1.7
20	CCc1cc2c(SCC(=O)Nc3ccc(NC(C)=O)cc3)ncnc2s1	.	-13	94	.	1	.	.	-15	0.5
21	COc1ccc(CN2CCC(n3nccc3NC(=O)C3CC3)CC2)cc1O	9	3	87	-1	-2	-2	8	14	-0.6
22	Cn1c(=O)cc(SCC(=O)NCC2COc3ccccc3O2)c2ccccc21 (configuration not stated)	-1	0	98	1	3	-3	-16	-7	2.0
23	CSc1ccccc1C(=O)N1CCOCC1	3	1	104	-8	-9	1	-7	14	-2.1
24	CC1CCCCC1NC(=O)C1CCC(CNS(=O)(=O)c2ccc(F)cc2)CC1 (configuration not stated)	0	-6	112	3	1	1	-6	-3	1.5
25	CCOC(=O)CCc1c(C(=O)OCC)[nH]c(CC)c1C(=O)OCc1ccccc1	1	0	86	3	1	-2	9	10	1.1
26	CSC(=O)NC12CC3CC(CC(C)(C3)C1)C2	-1	8	104	-1	0	-2	-5	-9	0.5
27	CCOC(=O)N1CCN(S(=O)(=O)c2ccc(C)c(C)c2C)CC1	-4	.	106	-2	-3	1	6	9	-1.9
28	CC1(C)CC(C)(O)P(=O)(c2ccccc2)O1 (configuration not stated)	-3	.	110	-2	-1	1	-3	-17	-0.1
29	C/C(=N\O)C1CC(CC(=O)O)C1(C)C (configuration not stated)	-2	-7	93	-10	1	-2	-4	4	-1.2
30	Cc1ccc(Nc2ccccc2)cc1	-4	-2	101	3	-4	-3	6	8	1.6
31	CCN(CC)CCCN(Cc1cc2cc3c(cc2[nH]c1=O)OCO3)C(=S)NCCCOC	-11	19	100	-1	-1	-3	0	-1	2.7
32	CC(C)C(=O)NCCn1ccc2ccccc21	-4	7	98	-4	5	-2	-6	-15	1.0

Entries of single compounds as entered above.
Shown for C/C(=N\O)C1CC(CC(=O)O)C1(C)C (configuration not stated) → HCV core dimer: -2; JMJD2C inh: -7; CR mimetic SO: 93; CTSL1 counter: -10; PP1 counter: 1; TPT1 inhibitor: -2; EBNA-1 inh: -4; ZTA counter: 4; PP5 inh: -1.2
Shown for CCN(CC)CCCN(Cc1cc2cc3c(cc2[nH]c1=O)OCO3)C(=S)NCCCOC → HCV core dimer: -11; JMJD2C inh: 19; CR mimetic SO: 100; CTSL1 counter: -1; PP1 counter: -1; TPT1 inhibitor: -3; EBNA-1 inh: 0; ZTA counter: -1; PP5 inh: 2.7
Shown for CCOC(=O)N1CCN(S(=O)(=O)c2ccc(C)c(C)c2C)CC1 → HCV core dimer: -4; JMJD2C inh: .; CR mimetic SO: 106; CTSL1 counter: -2; PP1 counter: -3; TPT1 inhibitor: 1; EBNA-1 inh: 6; ZTA counter: 9; PP5 inh: -1.9

Following part
no.	Structure	HCV core dimer	JMJD2C inh	CR mimetic SO	CTSL1 counter	PP1 counter	TPT1 inhibitor	EBNA-1 inh	ZTA counter	PP5 inh
33	CN(C)c1ccc(C(=S)N2CCCCCC2)cc1	5	-4	87	0	6	4	8	-8	0.7
34	O=C(Nc1cc(S(=O)(=O)N2CCOCC2)ccc1N1CCOCC1)C1CCCO1 (configuration not stated)	-2	-7	103	2	-2	-1	-12	-1	-2.1
35	CSCC[C@H](NC(=O)N1C[C@H]2C[C@@H](C1)c1cccc(=O)n1C2)C(=O)Nc1ccc(NC(C)=O)cc1	2	-2	85	1	2	-5	1	-3	0.3
36	CC(c1nnc(SCC(=O)N2CCc3ccccc32)n1-c1ccc(Cl)cc1)N(C)C (configuration not stated)	8	-2	94	0	0	2	-19	3	2.7
37	O=C(NC1CCCC1)C(c1ccccc1)N(Cc1cccnc1)C(=O)Cc1cccs1 (configuration not stated)	-1	4	115	-1	-2	-2	12	-9	6.7
38	COc1cccc(C2Oc3ccccc3C3CC(c4cccs4)=NN32)c1 (configuration not stated)	-31	-4	84	-4	-3	61*	14	6	4.4
39	COc1ccc(C(C[N+](=O)[O-])c2c(C)cc3ccccn23)c(OC)c1 (configuration not stated)	10	-14	97	-2	10	2	-4	-8	1.8
40	NC(=O)N/N=C1\c2ccccc2-c2c(C(N)=O)cccc21	-13	-7	85	-1	2	-2	-5	-18	1.2
41	Cc1cc(C)c(S(=O)(=O)Nc2cccc(/C=C/C(=O)O)c2)c(C)c1	7	2	97	5	4	0	8	7	-1.7
42	COC(=O)c1ccc(COc2ccc(/C=N/Nc3cccc(C(=O)O)c3)cc2)cc1	4	15	103	-4	-3	2	2	8	2.5
43	COC(=O)NCC(C)OC(=O)Nc1ccc(Cl)cc1 (configuration not stated)	-1	-4	96	0	-1	-3	5	2	0.8
44	CN1C(=O)N(C)C(c2ccccc2Cl)C2=C1CC(C)(C)CC2=O (configuration not stated)	2	-1	94	0	-1	-1	11	5	1.8
45	CC(CCc1ccccc1)NC(=O)C(=O)NCCO (configuration not stated)	-8	1	72	0	-1	-3	4	18	1.9
46	CCOC(=O)C(NC(=O)CC)(Nc1ccc(S(N)(=O)=O)cc1)C(F)(F)F (configuration not stated)	-2	50	99	-1	-2	0	-5	-8	0.4
47	COc1cccc(C(=O)NNC(=O)CCC(=O)O)c1	2	2	101	0	-2	-2	12	6	-1.2
48	CCc1nnc(NC(=O)CSc2nnc(C(C)NC(=O)c3ccccc3F)n2C)s1 (configuration not stated)	-3	2	91	-2	-1	0	-6	7	-0.7

Individual results from above.
CCc1nnc(NC(=O)CSc2nnc(C(C)NC(=O)c3ccccc3F)n2C)s1 (configuration not stated) in TPT1 inhibitor → 0
COC(=O)NCC(C)OC(=O)Nc1ccc(Cl)cc1 (configuration not stated) in PP5 inh → 0.8
CCOC(=O)C(NC(=O)CC)(Nc1ccc(S(N)(=O)=O)cc1)C(F)(F)F (configuration not stated) in CTSL1 counter → -1
COc1cccc(C(=O)NNC(=O)CCC(=O)O)c1 in CTSL1 counter → 0

(continued)
no.	Structure	HCV core dimer	JMJD2C inh	CR mimetic SO	CTSL1 counter	PP1 counter	TPT1 inhibitor	EBNA-1 inh	ZTA counter	PP5 inh
49	O=C(CN1CCCCC1)Nc1nc(-c2ccc(F)c(F)c2)cs1	-4	-4	128	-2	-2	3	-2	-3	0.8
50	Cn1c(NC(=O)c2cccc(Cn3cc(Cl)cn3)c2)nc2ccccc21	2	-5	97	4	-1	-3	41*	10	-2.1
51	O=C(CSc1nnc(-c2cccs2)n1-c1ccccc1)Nc1ccccc1	14	0	124	-5	1	-4	-1	-1	0.2
52	Cc1ccc(NC(=O)CSc2nccc(=O)[nH]2)c(S(=O)(=O)N2CCOCC2)c1	-2	-1	99	-3	0	-1	-11	-11	2.0
53	C=CCSc1nc2c(c(=O)n(C)c(=O)n2C)n1CC	3	0	107	3	-2	4	10	-6	-0.1
54	COC(=O)c1sc(-c2ccc(Cl)cc2)cc1N	14	10	102	2	-1	-1	2	8	3.0

Entries above shown as hits in TPT1 inhibitor.
item | structure | HCV core dimer | JMJD2C inh | TPT1 inhibitor | EBNA-1 inh | PP5 inh
38 | COc1cccc(C2Oc3ccccc3C3CC(c4cccs4)=NN32)c1 (configuration not stated) | -31 | -4 | 61* | 14 | 4.4
